Screening data (PubChem)
PKM2 act = qHTS Assay for Activators of Human Muscle isoform 2 Pyruvate Kinase; Pyruvate kinase PKM (Homo sapiens), P14618; purified PKM2, Kinase-Glo ATP luminescence, activation; response scale: 0% is enzyme alone, no compound; Potency, µM (titrated, usually from 57.5 µM), inactives show top-dose activation, usual class: activators; 260,000 tested, 0.34% active; also: potency is read from the fitted curve at half-maximal effect; % is scaled to controls: 0 for no effect and ±100 for the full control effect; nearly all actives have a fitted effect of over 55% in size
Target sequence (P14618 whole entry, looked up, canonical isoform): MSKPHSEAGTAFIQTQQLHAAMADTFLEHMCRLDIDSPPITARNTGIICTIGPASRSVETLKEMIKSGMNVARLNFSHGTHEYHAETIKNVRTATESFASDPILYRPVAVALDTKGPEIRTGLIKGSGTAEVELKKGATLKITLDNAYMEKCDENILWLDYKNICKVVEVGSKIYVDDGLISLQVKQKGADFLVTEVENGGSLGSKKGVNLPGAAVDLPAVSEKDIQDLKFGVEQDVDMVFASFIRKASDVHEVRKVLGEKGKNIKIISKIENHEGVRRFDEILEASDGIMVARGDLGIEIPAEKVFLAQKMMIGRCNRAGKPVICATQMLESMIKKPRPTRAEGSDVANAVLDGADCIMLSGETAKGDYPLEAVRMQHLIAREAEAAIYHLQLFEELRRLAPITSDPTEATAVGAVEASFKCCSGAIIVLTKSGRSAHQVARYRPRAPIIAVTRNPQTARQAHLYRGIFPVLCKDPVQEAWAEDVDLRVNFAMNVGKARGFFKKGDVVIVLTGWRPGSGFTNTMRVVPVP
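hPK-M2, >95% pure; 0.1 mM ADP / 0.5 mM PEP final; imidazole pH7.2 buffer w/ 7 mM MgCl2, 50 mM KCl; 1 h RT; Kinase-Glo lum. Intermediate enzyme activity for dual inhibitor/activator qHTS.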
RORg inh = qHTS for inhibitors of ROR gamma transcriptional activity | Nuclear receptor ROR-gamma (Mus musculus), P51450 | Drosophila S2 Gal4-RORgamma UAS-luciferase reporter, 20 h | Potency, µM (doses to about 53.6 µM), for inactives: at the highest dose activity change, negative = inhibition, actives largely listed as inhibitors | 310,000 tested, 5.4% active | AID 2551, 2010; also: potency is read from the fitted curve at half-maximal effect; % is scaled to controls: 0 for no effect and ±100 for the full control effect; nearly all actives have a fitted effect of over 60% in size
Target sequence (P51450 whole entry, looked up, the tested form may be a part): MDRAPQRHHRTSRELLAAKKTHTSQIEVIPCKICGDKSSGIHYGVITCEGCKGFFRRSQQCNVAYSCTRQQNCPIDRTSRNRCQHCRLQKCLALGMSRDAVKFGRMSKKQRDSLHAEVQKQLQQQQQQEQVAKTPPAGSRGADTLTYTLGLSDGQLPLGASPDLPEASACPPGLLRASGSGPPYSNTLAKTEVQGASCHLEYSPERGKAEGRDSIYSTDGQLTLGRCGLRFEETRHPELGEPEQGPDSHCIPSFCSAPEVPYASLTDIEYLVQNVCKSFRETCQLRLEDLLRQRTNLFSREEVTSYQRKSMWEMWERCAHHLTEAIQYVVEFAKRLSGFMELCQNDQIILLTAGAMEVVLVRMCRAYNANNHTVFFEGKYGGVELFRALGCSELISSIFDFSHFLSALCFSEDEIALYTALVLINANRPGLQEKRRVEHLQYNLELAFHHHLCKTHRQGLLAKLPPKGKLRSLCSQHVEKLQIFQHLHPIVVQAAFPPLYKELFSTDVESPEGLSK
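Using a luciferase readout, inhibitors were identified by reduced reporter activity in Drosophila cells coexpressing a copper-inducible Gal4–ROR gamma fusion and UAS-driven Photinus luciferase, incubated 20 hr after 700 uM copper sulfate.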
FLuc counter = qHTS profiling assay for firefly luciferase inhibitor/activator using purifed enzyme and Km concentrations of substrates (counterscreen for miR-21 project). AID 588342, 2011. 360,000 tested, 6.9% active. Potency, µM (top dose mostly 57.5 µM), for inactives: at the highest dose activity change, negative = inhibition, most hits filed as inhibitors. Luciferin 4-monooxygenase (Photinus pyralis), P08659. purified FLuc, Km substrates, luminescence inhibition;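 also: potency is read from the fitted curve at half-maximal effect; plate controls were vehicle for no effect and reference inhibitor for full effect; nearly all actives have a fitted effect of over 55% in size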
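Biochemical qHTS of compounds, final roughly 60 µM downward over six points, against 10 nM purified firefly luciferase using Km concentrations of substrates (10 uM D-luciferin, 10 uM ATP) in Tris acetate pH 7.5 buffer; luminescence output.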
Giardia killer = Small Molecules that selectively kill Giardia lamblia: qHTS | Giardia lamblia trophozoite viability | activity change, % at 7.66 µM, hits read low | 340,000 tested, 0.15% active; in the data active = activity change below about -80%; inconclusive = between about -30% and that limit;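 also: parasites exposed to compound for two days anaerobically before the ATP read; % is scaled to controls: 0 for no effect and ±100 for the full control effect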
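Luminescent ATP signal served as the viability read-out, measured 15-30 min after adding ATP detection reagent to trophozoites that had been incubated with compounds for 48 hrs at 37 deg C anaerobically at 100 cells/well.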
Menin MLL FP TR = qHTS Assay for Inhibitors Targeting the Menin-MLL Interaction in MLL Related Leukemias: Competition With Texas Red Labeled MLL-derived Mutant Peptide; O00255; Menin + Texas Red MLL mutant peptide, fluorescence polarization; Potency, µM (series often up to 61.6 µM), for the others: top-dose FP activity change, negative = inhibition, most hits filed as inhibitors; 270,000 tested, 0.23% active; AID 1768, 2009; active = well fitted inhibition curve with a large enough effect in the polarisation, with a control signal flat, not every such curve was filed as active; inconclusive = small, poorly fitted or top-dose-only effect, or effect the other way, or a change in a side signal; inactive = no such curve, though single readings can be large or run the other way; the % refers to the polarisation; also: potency is read from the fitted curve at half-maximal effect; % of control where 0% means no effect; many of its hits are not listed in these tables
Rab9 promoter act = qHTS Assay for Rab9 Promoter Activators; 320,000 tested, 2.8% active; Huh7 Rab9 promoter-luciferase reporter, luminescence, 24 h; Potency, µM (titrated, usually from 9.22 µM), for the others: at the highest dose activation, negative = inhibition, usual class: activators; AID 485297, 2010; also: potency is read from the fitted curve at half-maximal effect; % of control where 0% means no effect; nearly all actives have a fitted effect of over 60% in size
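Luminescence from Amplite-detected luciferase (10 minutes, ambient) reports Rab9 promoter activation. Before that, stable Rab9-luciferase Huh7 cells (1500/well, reduced-serum OP-MEM I plus 10% FBS) were exposed to compound for 24 hours at 37C.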
VP16 counter = VP16 counterscreen qHTS for inhibitors of ROR gamma transcriptional activity. Drosophila S2 Gal4-VP16 UAS-luciferase, luminescence, 20 h. 310,000 tested, 3.5% active. Potency, µM (doses to about 53.6 µM), for inactives: at the highest dose activity, negative = inhibition, most hits filed as inhibitors;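 also: Gal4-VP16 expression switched on by copper sulfate through the metallothionein promoter; potency is read from the fitted curve at half-maximal effect; % is scaled to controls: 0 for no effect and ±100 for the full control effect; nearly all actives have a fitted effect of over 50% in size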
BRCA1 expr up = qHTS Assay to Identify Small Molecule Activators of BRCA1 Expression; MCF7-BRCA1-FFLuc reporter, luminescence, 48 h; response scale: scaled: vehicle 0%, 10 µM genistein 100%; Potency, µM (titrated, usually from 46.1 µM), without a hit: at the highest dose activation, hits mostly activators; 380,000 tested, 1.1% active; also: potency is read from the fitted curve at half-maximal effect; nearly all actives have a fitted effect of over 80% in size; some results filed as inactive show a strong effect at the top dose
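Cells: MCF7-BRCA1-FFLuc, 2000/well. Exposure: 48 h, 37 °C, 5% CO2. Read: luminescence, 15 min post-substrate. Controls: genistein 10 microM (maximal activation), DMSO (neutral).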
NPC1 prom act = qHTS Assay for NPC1 Promoter Activators; Huh7 NPC1 promoter luciferase reporter, 24 h; Potency, µM (top dose mostly 9.22 µM), without a hit: at the highest dose activation, most hits filed as activators; 320,000 tested, 2.4% active;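 also: potency is read from the fitted curve at half-maximal effect; % of control where 0% means no effect; nearly all actives have a fitted effect of over 60% in size; reporter is driven by a mutant NPC1 promoter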
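Huh7 cells stably carrying NPC1 promoter–luciferase, plated in Opti-MEM with 10% FBS for 2 h, were exposed to compound in DMSO for 24 h at 37 °C; luciferase reagent was added for 10 min and luminescence read.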
ELG1 genotox = qHTS screen for small molecules that induce genotoxicity in human embryonic kidney (HEK293T) cells expressing luciferase-tagged ELG1; HEK293T ELG1-luciferase reporter, luminescence, 16 h; Potency, µM (series often up to 46 µM), inactives show top-dose activity change, positive = activation, actives largely listed as activators; 330,000 tested, 1.3% active; AID 504466, 2011; also: potency is read from the fitted curve at half-maximal effect; % of control where 0% means no effect; nearly all actives have a fitted effect of over 60% in size
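Cells (2,000/well) expressing the ELG1-luciferase fusion are dosed by pin tool and kept 16 hr at 37 °C, 5% CO2. Signal comes from ONE-Glo luciferase reagent after 30 min at room temperature.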
p53 reactivation = qHTS assay for re-activators of p53 using a Luc reporter | 320,000 tested, 0.063% active | Potency, µM (titrated, usually from 92.2 µM), inactives show at the highest dose activity change, positive = activation, actives largely listed as activators | H1299 p53-A138V BP100-luciferase reporter, luminescence, 24 h; also: potency is read from the fitted curve at half-maximal effect; % of control where 0% means no effect; nearly all actives have a fitted effect of over 45% in size
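p53-null H1299 cells stably carrying temperature-sensitive p53-A138V and a BP100-luciferase reporter were pinned with compounds (4-point, 1:5 series) and held 24 hrs at 37 deg C. Luminescence was read 10 min after detection reagent.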
Active calls of the source: *; ? = inconclusive; . = not tested or not shown; [ ] = dose if it differs, or a comment. Unless noted, calls follow the shape of the dose curve; as a rule, active = well fitted curve in the direction sought with a large enough effect; inconclusive = small, poorly fitted or top-dose-only effect, or another doubt; inactive = no such curve, though single readings can be large; an effect the other way counts as inactive or inconclusive. Only part of the results is shown, so the mix of outcomes need not match the whole.

SMILES	PKM2 act	RORg inh	FLuc counter	Giardia killer	Menin MLL FP TR	Rab9 promoter act	VP16 counter	BRCA1 expr up	NPC1 prom act	ELG1 genotox	p53 reactivation
COCCCNC(=O)CCCCCNS(=O)(=O)c1ccc(Br)cc1	-5.6%	5.8%	-2.7%	-1.2	4.5%	0.1%	-20.6%	-14.3%	-6.3%	-0.6%	-5.7%
CCN(CC)S(=O)(=O)c1cc(C(=O)Nc2nncs2)c(Cl)cc1Cl	2.8%	-8.3%	-4.0%	-0.9	-16.6%	0.8%	7.0%	0.2%	0.3%	-7.1%	5.0%
Cc1ccc(CN2C(=O)c3ccccc3Sc3ccc(C(=O)NCCN4CCOCC4)cc32)cc1	.	22.1%	-2.9%	34.5[activator]	-6.4%	1.2%	1.8%	-26.5%	-12.0%	-1.2%[9.26 µM]	-9.8%
CC(C(=O)N1CCOCC1)N1C(=O)C2C3C=CC(C4CC34)C2C1=O (configuration not stated)	-0.4%	0.5%	4.1%	-3.2	-18.6%	-1.8%	5.1%	15.3%	-5.5%	-1.0%	-2.4%
O=C1NCCCC1C(=O)Nc1cccc(C(F)(F)F)c1 (configuration not stated)	0.5%	20.5%	0.1%	16.0	12.6%	-3.0%	-0.5%	0.9%	-2.3%	0.9%	-16.9%
O=C(Nc1ccccc1C(=O)NCC1CCCO1)c1ccco1 (configuration not stated)	-5.2%	0.1%	4.0%	8.1	.	-5.9%	-8.0%	1.9%	0.1%	-0.1%	-1.3%
Nc1nc(Cl)nc(N(c2ccccc2)c2ccccc2)n1	-15.3%	-0.5%	1.7%	2.0	0.1%	0.6%	4.5%	-35.4%	-3.8%	-0.4%	3.8%
Cc1ccc(NS(=O)(=O)c2cccc3nsnc23)cc1C	.	33.5%	1.2%	-27.0	-0.3%	3.0%	10.6%	-6.4%	-3.2%	1.4%	-1.0%
CCOC(=O)N1CCN(C(=O)c2ccc(NC(=O)CC)cc2)CC1	-10.7%	-3.1%	0.2%	-15.0	4.5%	5.9%	-1.9%	-4.1%[1.84 µM]	-3.2%	-2.6%	-1.7%
CCOc1c(Cl)cc(Cl)cc1CNCCNCCO	-8.2%	1.9%	3.3%	-10.8	-21.0%	-7.8%	0.4%	-30.3%	2.0%	0.3%	2.9%
COc1ccc(NC(=O)COC(=O)c2cc(C)oc2C)c([N+](=O)[O-])c1	.	.	.	-12.0	.	-0.2%	.	2.8%	-2.0%	10.9%	-0.8%
C/C(=N\Nc1ccccn1)c1ccc(N2CCOCC2)cc1	-0.4%	7.08µM*	13.5µM*	-3.8	12.4%	2.24µM*	?	4.47µM*	?	?	1.5%
O=C(N/N=C/c1ccco1)c1cc(-c2ccc3ccccc3c2)n[nH]1	3.8%	?	19µM*	-20.7	45.4%[activator]	1.0%	?	1.2%	-1.1%	2.9%	-3.6%
CC(=O)c1ccc(N2CCN(C(=O)CCS(=O)(=O)c3ccc4c(c3)CCN4C(C)=O)CC2)cc1	.	0.4%	0.1%	-28.2	.	0.1%	?	2.2%	1.8%	-6.5%	4.0%
Cc1ccc(OCCn2c(=S)[nH]c3ccccc32)c(C(C)C)c1	-3.6%[11.5 µM]	3.55µM*	0.0%	16.8	23.9%	-2.1%	3.98µM*	-64.1%	1.5%	6.4%	-1.8%
CC1=C(C(=O)OC(C)C)C(c2cccc(F)c2)N2C(=O)C(C)SC2=N1 (configuration not stated)	-3.2%	25.2%	0.0%	-10.5	-8.3%	-0.7%	0.7%	-6.0%	-2.2%	4.8%	-1.6%
COc1ccc(C(=O)N2CCN(C(=O)Cc3ccccc3)CC2)cc1	14.9%	3.8%	-1.2%	-8.9	?	-4.2%	-12.5%	-2.9%	-3.8%	0.6%	0.2%
Cc1ccc(NC(=S)c2ccc3ccccc3n2)c(C)c1	-9.7%	2µM*	10.7µM*	-13.0	27.2%	1.58µM*	7.94µM*	48.2%	1.12µM*	?	?
CC(=O)Nc1ccc(OCCOc2ccccc2C(C)=O)cc1	.	3.1%	6.4%	12.8	3.3%	14.1%	1.4%	-2.3%	-1.9%	-5.3%	-0.1%
Cc1cc[n+](-c2nc3ccccc3nc2[N-]S(=O)(=O)c2cccs2)cc1C	-9.7%	14.0%	-0.8%	-22.3	-16.6%	-4.0%	-12.1%	-27.9%	-2.7%	0.7%	2.8%
CCOC(=O)C1CCCN(C(=O)c2ccc(OC(C)=O)cc2)C1 (configuration not stated)	0.7%	?	3.1%	-3.9	-0.8%	-1.0%	-2.2%	-1.6%	-0.4%	0.6%	-4.6%
C=CCOc1ccccc1CN1CCC(n2nccc2NC(=O)C2CCOC2)CC1 (configuration not stated)	0.6%	2.4%	4.0%	-10.4	.	5.2%	-3.7%	-2.3%	-3.5%	-1.5%	0.1%
O=C(Nc1ccc(Br)cn1)C1CCCN1S(=O)(=O)c1ccccc1 (configuration not stated)	0.0%	-1.4%	5.9%	-17.2	-16.5%	-12.5%	3.2%	-6.8%	1.6%	-0.2%	0.0%
CC(Sc1nn(-c2ccc(Cl)cc2)c(=S)s1)C(=O)NCC1CCCO1 (configuration not stated)	.	.	1.1%	5.1	.	-0.2%	.	0.2%	-1.4%	8.6%	1.9%
Cc1ccc(B(O)O)cc1	-14.7%	-0.4%	.	-3.6	9.3%	.	2.2%	0.1%	.	.	.
Nc1nc(N)nc(-c2cccc(Cl)c2)n1	.	.	?	2.4	.	-3.2%	.	50.6%	27.9%	13.8%	6.5%
CCOc1cccc(C=NCCc2ccc(OC)c(OC)c2)c1O	0.0%	?	2.7%	2.2	-5.6%	0.4%	-14.5%	-8.1%	-3.9%	4.5%	6.4%
CC(=O)Oc1ccc(C(=O)Cc2ccc3ccccc3n2)c(O)c1C	4.6%	?	5.36µM*	-4.4	?	?	-15.5%	94.7%	?	?	?
Cc1ccc(S(=O)(=O)N(C)C)cc1NC(=O)c1cc(=O)[nH]c2ccccc12	3.8%	-14.8%	-0.1%	12.8	19.9%	1.8%	-3.9%	-3.5%	2.4%	-3.2%	-2.5%
NC(=O)c1ccc(NC(=O)COC(=O)CCC(=O)c2ccc(Cl)cc2)cc1	1.3%	12.8%	-5.3%	-5.6	?	1.9%	-9.1%	-2.0%	-2.3%	1.2%	-4.9%
CCOC(=O)N1CCC(NC(=O)c2ccc3nc4ccccc4c(=O)n3c2)CC1	1.8%	-0.8%	1.4%	.	3.8%	12.7%	-6.8%	.	2.0%	0.2%	24.6%
CCCN1CCN(C(=O)c2noc3c2COc2ccc(C)cc2-3)CC1	4.9%	-23.3%	-14.4%	25.0	-20.3%	-0.7%	-2.0%	29.1%	3.3%	3.4%	14.8%
COc1ccc(S(=O)(=O)N2CCC(Nc3ccccc3Cl)CC2)cc1	?	10.5%	-1.4%	2.9	.	-0.6%	9.5%	-36.8%	-2.7%	-7.7%	-1.4%
CN(C)S(=O)(=O)c1cccc(COC(=O)c2cccnc2Cl)c1	-4.3%	?	-2.0%	2.0	6.9%	-6.0%	?	-6.9%	-3.8%	-2.4%	-0.2%
COc1ccc(Cl)cc1C(=O)Nc1ccc(NC(=O)C(C)C)cc1	2.1%	11.5%	-16.6%	-19.2	10.8%	-10.2%	-2.4%	26.9%	-8.8%	-4.4%	-6.5%
Cn1c(=O)[nH]c(=O)c2c1nc(N/N=C/c1cccnc1)n2Cc1ccc(Cl)cc1	3.0%	-7.8%	-1.1%	-4.8	.	-0.5%	-3.6%	7.4%	-2.9%	?	6.2%
COc1ccccc1OCCC(=O)OCC(=O)Nc1ccc(S(=O)(=O)N2CCOCC2)cc1	6.3%	3.1%	1.5%	-0.2	-3.0%	-4.4%	29.9%	-12.0%	-5.4%	-2.2%	-2.8%
COc1ccc(-n2cnnc2SCc2cnc(-c3ccccc3)s2)cc1	4.3%	29.1%	-3.1%	7.7	-9.9%	14.5%	-0.7%	3.0%	-0.3%	0.3%	-5.1%
